# GCN5L2 inh: blocks human GCN5L2 histone acetyltransferase. Q92830. GCN5L2 HAT assay, ThioGlo1 CoA-SH fluorescence. Potency, µM (doses to about 58.9 µM), inactives show top-dose activity change, negative = inhibition, most hits filed as inhibitors. 390,000 tested, 0.21% active
# Target sequence (Q92830 whole entry, looked up): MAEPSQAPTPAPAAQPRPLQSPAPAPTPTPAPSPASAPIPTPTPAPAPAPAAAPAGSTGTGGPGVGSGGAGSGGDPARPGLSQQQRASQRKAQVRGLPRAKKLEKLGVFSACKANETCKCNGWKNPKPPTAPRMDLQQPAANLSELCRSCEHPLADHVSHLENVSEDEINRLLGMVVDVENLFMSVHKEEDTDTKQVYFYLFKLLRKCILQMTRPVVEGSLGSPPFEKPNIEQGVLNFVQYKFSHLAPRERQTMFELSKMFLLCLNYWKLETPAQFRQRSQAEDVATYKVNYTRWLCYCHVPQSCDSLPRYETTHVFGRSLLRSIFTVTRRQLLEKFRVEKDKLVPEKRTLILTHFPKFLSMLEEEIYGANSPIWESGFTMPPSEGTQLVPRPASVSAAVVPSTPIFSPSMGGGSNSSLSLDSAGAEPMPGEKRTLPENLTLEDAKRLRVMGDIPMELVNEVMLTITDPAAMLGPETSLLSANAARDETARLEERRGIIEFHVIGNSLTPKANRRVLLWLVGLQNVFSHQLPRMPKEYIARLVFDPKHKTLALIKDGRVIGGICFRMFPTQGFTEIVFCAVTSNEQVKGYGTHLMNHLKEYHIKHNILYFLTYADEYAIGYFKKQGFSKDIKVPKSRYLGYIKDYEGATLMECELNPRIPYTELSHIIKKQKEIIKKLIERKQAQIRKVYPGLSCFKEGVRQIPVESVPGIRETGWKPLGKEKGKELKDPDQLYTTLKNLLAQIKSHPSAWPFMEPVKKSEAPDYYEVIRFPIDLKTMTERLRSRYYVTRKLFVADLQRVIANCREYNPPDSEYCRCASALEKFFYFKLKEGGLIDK
#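 Titration-based screen in which CoA formation is detected via maleimide probe ThioGlo1 (50uM) turning fluorescent on thiol reaction; substrates H3(1-25) 75uM and acetyl-CoA 70uM, GCN5L2 20nM, 20 min incubation at room temperature.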
# FEN1 inh: inhibitors of human flap endonuclease 1 | P39748 | Recombinant FEN1 flap cleavage, fluorescence, 15 min | Potency, µM (titrated, usually from 114 µM), for the others: at the top dose activity change, negative = inhibition, hits mostly inhibitors | 390,000 tested, 0.35% active | AID 588795; note: nearly all actives have a fitted effect of over 65% in size
#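 Enzyme 10 nM, 15 min RT preincubation with compound; start with substrate 50 nM final; reads at 0 and 15 min; qHTS titration, four-parameter Hill fit.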
# N370S GC mod: inhibitors or activators of N370S glucocerebrosidase for Gaucher disease. P04062. N370S GC spleen homogenate, 4MU-glucoside fluorescence. Potency, µM (series often up to 59.4 µM), for inactives: at the top dose activity change, negative = inhibition, hits mostly inhibitors. 330,000 tested, 0.092% active. AID 2101;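 note: 0% = full enzyme activity and -100% = no enzyme basal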
# * = called active by the depositor; ? = inconclusive; . = no result given; [ ] = dose if it differs, or a comment. Calls come from the whole dose curve; as a rule, active = well fitted curve in the direction sought with a large enough effect; inconclusive = small, poorly fitted or top-dose-only effect, or another doubt; inactive = no such curve, though single readings can be large; an effect the other way counts as inactive or inconclusive. Unless noted, % is set by controls: 0 for no effect and ±100 for the full control effect; potency is the fitted concentration of half-maximal effect. This is a subset; rates above refer to the full screens.
# The opening two entries as a preview:
SMILES,GCN5L2 inh,FEN1 inh,N370S GC mod
CCOc1cccc(C2Nc3ccccc3-c3cc(C)nn32)c1O (stereo not given),-12%,1%,.
CC(=O)c1cccc(NC(=S)NC(=O)c2ccc(C)cc2Cl)c1,-5%,-4%,-1%

# The listing, from the start:
SMILES,GCN5L2 inh,FEN1 inh,N370S GC mod
CCOc1cccc(C2Nc3ccccc3-c3cc(C)nn32)c1O (stereo not given),-12%,1%,.
CC(=O)c1cccc(NC(=S)NC(=O)c2ccc(C)cc2Cl)c1,-5%,-4%,-1%
CCCCOC(=O)c1ccc(NC(=O)CSc2nnnn2C)cc1,-11%,33%,-4%
COc1ccc(NC(=O)c2ccc(OC(=S)N(C)c3ccc(OC)cc3)cc2)cc1,-2%,-9%,3%
Cc1cc(=O)oc2cc(O)cc(O)c12,.,-180%,?
Cc1ccc(CCNC(=O)CN(c2ccc(C(C)C)cc2)S(=O)(=O)c2c(C)nn(C)c2C)cc1,2%,6%,.
O=c1c(CCc2ccccc2)nc2cncnc2n1Cc1ccccc1Cl,-18%,.,-5%
Clc1cc2nc[nH]c2cc1Cl,-16%,4%,-2%
COc1ccc(/C=C/c2nc(C)c(-c3ccccc3)c(=O)[nH]2)cc1OC,7%,-4%,3%
CN(C)C(C)(C)C#CC(O)(c1ccccc1)c1ccccc1,-27%,?,-4%
CCOC(=O)N1CCN(C(c2cccc(OC)c2)c2sc3nc(C)nn3c2O)CC1 (stereo not given),-3%,9%,2%
CCN1CCN(Cc2ccc(OCc3ccccc3)c(OC)c2)CC1,4%,1%,5%
Cc1cc([N+](=O)[O-])nn1CCCC(=O)Nc1cc(Cl)ccc1Cl,-11%,-4%,10%
Cc1nn(C)c(C(=O)Nc2cccc(CN3CCOCC3)c2)c1Br,2%,-7%,-6%
COc1ccc2cc(CNc3ccc(C)cc3)c(=O)n(CC(=O)Nc3cccc(Cl)c3C)c2c1,-2%,12%,.
Cc1noc(C)c1C(=O)OCC(=O)NCc1ccc(Cl)cc1,4%,20%,.
O=C(Cc1ccc(Cl)cc1)Nc1cccnc1,0%,13%,1%
CC(C)OP(=O)(OC(C)C)C1(O)C(=O)Nc2ccccc21 (stereo not given),-2%,-3%,.
Cc1c(N/C=C/C(=O)c2ccc(Cl)cc2)c(=O)n(-c2ccccc2)n1C,2%,-15%,18%
CCCn1c(SC2C(=O)CC(C)(C)CC2=O)nc2c1c(=O)n(C)c(=O)n2C,-3%,-2%,-21%
Cc1noc(C)c1C(=O)N1CCC2(CCCN(Cc3ccc(C#N)cc3)C2)CC1,1%,.,-10%
NC(=O)CC(NC(=O)Cc1ccc(Cl)cc1)c1ccc(N2CCN(c3ccccn3)CC2)c([N+](=O)[O-])c1 (stereo not given),-1%,1%,-4%
COc1ccc(NC(=O)N2CCc3c(sc4c3CCCC4)C2c2ccc(F)cc2)cc1 (stereo not given),-12%,1%,.
CS(=O)(=O)N(Cc1ccccc1)c1ccc(C(=O)NCCSCc2ccco2)cc1,-11%,-12%,15%
CCOc1ccc(OCC)c(NC(=O)CCCN2C(=O)c3cccnc3C2=O)c1,-3%,6%,0%

# Next compounds.
SMILES,GCN5L2 inh,FEN1 inh,N370S GC mod
Cc1ccccc1NC(=O)Cn1c(CCC(=O)O)ccc1-c1cccs1,-8%,0%,0%
CN1CCN(c2ccc(NC(=O)c3ccc4c(c3)[nH]c(=O)n4Cc3ccc(F)cc3)cc2)CC1,-3%,3%,-3%
CC(=O)OC[C@H]1O[C@H](C/C=N/O[C@@H](C)c2cn([C@H](CO)Cc3ccccc3)nn2)C=C[C@@H]1OC(C)=O,1%,.,-2%
COc1ccc(NC(=O)c2sc3nc(N4CCOCC4)c4c(c3c2N)CC(C)(C)OC4)cc1,1%,4%,0%
CCCCN(CCCC)S(=O)(=O)c1ccc2oc(C(=O)NCc3ccc(C)cc3)c(C)c2c1,-15%,7%,.
CN(C)CCCNC(=S)Nc1ccc(Oc2ccccc2)cc1,-8%,6%,-8%
CCN(c1ccccc1)S(=O)(=O)c1ccc(OC)c(NC(=O)c2ccccc2OC)c1,?,9%,-3%
Cc1ccc(-n2c(-c3ccc(Cl)cc3)n[nH]c2=S)c(C)c1,-8%,3%,-6%
C/C(=N\NC(=O)c1nc2ccccn2c1C)c1ccc2c(c1)OCO2,-10%,-1%,-24%
O=C(CN1CCCCCC1)Nc1ccc([N+](=O)[O-])cc1Cl,1%,3%,-3%
O=C(CCCn1c(SCC(=O)c2ccc(F)cc2)nc2ccccc2c1=O)NCc1ccccc1,-6%,4%,8%
CN(C1CCCCC1)S(=O)(=O)c1ccc2[nH]c(=O)oc2c1,-4%,15%,10%
C=CCN(CC=C)S(=O)(=O)c1ccc(C(=O)Nc2nnc(CSC)o2)cc1,-3%,12%,6%
CCc1ccc(C(c2ccccc2)c2c(C)[nH]c3ccccc23)s1 (stereo not given),-4%,19%,.
Cc1ccc(C)c(/C=C(\C(=O)O)c2ccc(S(=O)(=O)N3CCCCC3)s2)c1,-21%,12%,6%
CCN(CC)S(=O)(=O)c1ccc(C)c(NC(=S)Nc2cccc(S(=O)(=O)N3CCCCCC3)c2)c1,-2%,-20%,13%
C/C=C/c1ccc(OC(C)=O)c(OC)c1,0%,-15%,8%
Cc1ccc2c(c1)-c1c(cnn1CC(=O)Nc1ccccc1N1CCN(C)CC1)CO2,-9%,-22%,-29%
CCOc1cc(N2CCOCC2)c(OCC)cc1NC(=O)COC(=O)CCOc1cc(C)ccc1C,-7%,15%,-18%
COc1ccc(O)c(/C=N/NC(=O)c2ccc(OCc3cccc(Br)c3)cc2)c1,-4%,3%,-10%
COc1ccc(F)cc1CN1CCN(C(=O)CCC(=O)Nc2nnc(C3CCCCC3)s2)CC1,-7%,7%,5%
COc1ccc2[nH]c(C)c(CCN3C(=O)C4C5C=CC(C5)C4C3=O)c2c1 (stereo not given),0%,3%,29%
COc1ccc(NS(=O)(=O)c2cc(NC(=O)CCSc3ccccc3)ccc2OC)cc1,-10%,1%,13%
Cc1cccnc1NC(=O)CN1C(=O)NC(C)(c2ccc3ccccc3c2)C1=O (stereo not given),-2%,0%,0%
CCOc1ccc(C(=O)NC(=S)Nc2cc(C)ccn2)cc1[N+](=O)[O-],10%,-9%,-11%

# Carrying on.
SMILES,GCN5L2 inh,FEN1 inh,N370S GC mod
O=C(/C=C/c1ccco1)NC(=S)Nc1ccccc1N1CCOCC1,-13%,?,10%
COc1ccc(Nc2ncnc3c2cnn3-c2ccc(C)cc2)cc1Cl,7%,15%,.
CCOc1ccccc1Nc1sc(C(=O)c2ccc(Cl)cc2)c(N)c1S(=O)(=O)c1ccccc1,-8%,-9%,.
CCCc1cc(-c2n[nH]c(=S)n2-c2cccc(C)c2)cs1,2%,5%,14%
CCOc1ccc(CN(Cc2ccco2)S(=O)(=O)c2ccc(-n3cnnn3)c(OC)c2)cc1,-13%,1%,11%
Cc1ccc(-c2nc3[nH]c(=O)cc(NC(=O)c4cccs4)n3n2)cc1,-13%,10%,-4%
Cc1noc(C)c1CN1C(=O)NC(Cc2ccccc2)(Cc2ccccc2)C1=O,-2%,8%,-17%
COc1cc2c(cc1NC(=O)CSc1nnc(Cc3cccs3)n1C)oc1ccccc12,5%,-4%,10%
CCc1ccc(OCC(=O)NNCC(=O)Nc2ccc(OC)cc2)cc1,2%,-4%,-8%
COC(=O)C(OC(=O)c1ccc(OC)cc1)C(=O)OC,-1%,-11%,26%
Nc1cccc(NC(=O)c2ccco2)c1,1%,-2%,1%
NC(=O)c1cc[n+](CC2=C(C(=O)[O-])N3C(=O)[C@@H](NC(=O)Cc4cccs4)[C@@H]3SC2)cc1,-23%[21.4 µM],.,1%[21.6 µM]
COc1cccc(-c2nn(C)c3sc(C(=O)Nc4ccc5c(c4)OCCO5)cc23)c1,?,-19%,12%
Cc1ccc(NS(=O)(=O)c2ccc(-n3cccn3)cc2)nc1,-6%,-5%,4%
CCN(Cc1ccccc1)S(=O)(=O)c1ccc(OC)c2ncccc12,-5%,-6%,0%
Cc1ccc(-c2nn(-c3cccc([N+](=O)[O-])c3)c3c2cnc2ccc(F)cc23)cc1,0%,-2%,.
O=c1[nH]c(/C=C/c2ccc3c(c2)OCO3)c([N+](=O)[O-])c(=O)[nH]1,0%,.,2%
O=C(Cn1cc2c(n1)CCCC2)NCc1cccc(Cl)c1,-6%,12%,-5%
Cc1c(O)c(CN(C)C)cc2c1oc(=O)c1ccccc12,-4%,-13%,-2%
CCOC(=O)[C@@H]1[C@H]2COc3ccc(Br)cc3[C@H]2N2C(=O)N(c3ccc(C)cc3)C(=O)[C@@]12C,-8%,6%,.
CCOc1ccccc1NC(=O)N(Cc1ccc(C)o1)C1CCN(C(C)=O)CC1,-1%,-3%,.
CC(C)(C)c1ccc(OCCSc2nc3ccccc3n2CC(=O)O)cc1,8%,-4%,-4%
CC(C)CCn1c(SCc2ccc(F)cc2Cl)nc2ccsc2c1=O,-18%,19%,.
COc1cccc(NC(=O)CNC(=O)c2ccc(F)cc2)c1,2%,1%,26%
O=C(CCc1nnc(COc2ccccc2)o1)NCc1ccccc1C(F)(F)F,-6%,-10%,0%

# Compounds shown so far with a furan ring, fused or not (7):
SMILES,GCN5L2 inh,FEN1 inh,N370S GC mod
CS(=O)(=O)N(Cc1ccccc1)c1ccc(C(=O)NCCSCc2ccco2)cc1,-11%,-12%,15%
CCCCN(CCCC)S(=O)(=O)c1ccc2oc(C(=O)NCc3ccc(C)cc3)c(C)c2c1,-15%,7%,.
O=C(/C=C/c1ccco1)NC(=S)Nc1ccccc1N1CCOCC1,-13%,?,10%
CCOc1ccc(CN(Cc2ccco2)S(=O)(=O)c2ccc(-n3cnnn3)c(OC)c2)cc1,-13%,1%,11%
COc1cc2c(cc1NC(=O)CSc1nnc(Cc3cccs3)n1C)oc1ccccc12,5%,-4%,10%
Nc1cccc(NC(=O)c2ccco2)c1,1%,-2%,1%
CCOc1ccccc1NC(=O)N(Cc1ccc(C)o1)C1CCN(C(C)=O)CC1,-1%,-3%,.

# Carrying on:
SMILES,GCN5L2 inh,FEN1 inh,N370S GC mod
O=C(c1cccc(Cl)c1)N1CCN(Cc2c[nH]c3ccccc23)CC1,-1%,1%,5%
CCNC(=O)CSc1nnc(-c2ccc(OC)cc2)n1CC(C)C,-1%,-11%,-1%
CCOCc1nnc(NC(=O)C2CCN(C(=O)C3CC(=O)N(c4ccc(C)cc4)C3)CC2)s1 (stereo not given),-6%,-1%,1%
COc1ccc(C=O)cc1OC1C=CCCC1 (stereo not given),-10%,-2%,6%
CCN(CC)CCN(C(=O)c1ccc([N+](=O)[O-])cc1)c1nc2ccc(OC)cc2s1,-4%,0%,0%
COc1ccc(NS(=O)(=O)c2cn(C)cn2)cc1OC,-3%,14%,-20%
COc1ccccc1CNC(=O)CSc1nc2nc(C)c(Cc3ccccc3C)c(C)n2n1,-5%,13%,.
CC(C)C[C@H](NC(=O)[C@@H]1Cc2ccccc2CN1C(=O)OC(C)(C)C)C(=O)NCC1CCC(C(=O)O)CC1 (stereo not given in full),-26%,0%,-12%
Cc1cc(NC(=O)CN2C(=O)NC(c3ccccc3)(c3ccc(C)c(C)c3)C2=O)no1 (stereo not given),-12%,-24%,.
COCCCn1c(SCC(=O)NC(C)C)nnc1-c1ccccc1,-3%,-3%,-2%
Cc1ccc(-n2cnnn2)c2cccnc12,1%,-1%,-9%
C#CCn1c(=NC(=O)c2ccco2)sc2cccc(Cl)c21,-5%,-2%,-1%
CCN(c1ccccc1)S(=O)(=O)c1ccc(N)c(OC)c1,2%,3%,?
COc1ccc(Cl)cc1NC(=O)CN(C)CC(=O)Nc1ccccc1C(F)(F)F,-7%,-2%,3%
Cc1cccc(-n2c(=O)cc(N3CCN(c4ccc(F)cc4)CC3)[nH]c2=O)c1,1%,-1%,-23%
COCCn1nnnc1CN1CCSCC1,10%,-2%,3%
O=C(N/N=C/c1ccc(F)cc1)c1cc(-c2ccccn2)nc2ccccc12,-4%,5%,1%
CC(=O)OCc1nc2sc(C)c(C)c2c(=O)[nH]1,-7%,5%,4%
COc1ccc2c(c1)CCc1c(C(=O)NCc3ccc(F)cc3)noc1-2,-29%,-13%,-6%
c1ccc(-c2nnc3ccc(N4CCCC4)nn23)cc1,-4%,-20%,15%
Cc1ccccc1C(=O)Nc1ccc(S(=O)(=O)Nc2onc(C)c2C)cc1,-2%,-17%,-1%
CCOc1ccc(NS(=O)(=O)c2ccc(-c3coc(C)n3)cc2)cc1,-5%,-14%,-2%
Cc1sc2ncn(CC(=O)NCCCC(=O)N3CCCCC3)c(=O)c2c1C,-7%,-9%,-8%
N#CC1=C(N)SC(C(=O)c2ccccc2)C1c1cccs1 (stereo not given),1%,-19%,0%
CN1CCN(C(=O)c2ccccc2Nc2ccc(SC(F)F)cc2)CC1,-17%,17%,-10%
CCn1c(-c2cccc(S(=O)(=O)N3CCCC3)c2)n[nH]c1=S,13%,-3%,3%
Cc1nc(S/C(=C\c2ccc(OCc3ccccc3Cl)cc2)C(=O)O)n[nH]1,-11%,5%,0%
CCCOc1ccc(C(=O)NCc2ccco2)cc1,5%,-4%,9%

# Assay outcomes from PubChem.
